# Source: PubChem (National Center for Advancing Translational Sciences (NCATS))
# FUS suppressor: FUS proteinopathy suppression in yeast; S. cerevisiae FUS-expressing, growth rescue, OD600, 24 h; Potency, µM (series often up to 76.6 µM), inactives show at the top dose growth rescue (activation), hits mostly activators; 390,000 tested, 0.24% active; AID 1347120;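 further: potency means the concentration at half of the fitted maximal effect; plate controls were DMSO vehicle for no effect and reference control for full effect; nearly all actives have a fitted effect of over 55% in size; some results filed as inactive show a strong effect at the top dose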
#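 Read-out: OD at 600 nm after 24hr at 30C, reporting rescue of FUS-induced yeast toxicity. Cells at OD 0.005 in galactose (2%) minimal medium; compounds tested in a dilution series; CP55940 titration from 92uM final as control.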
# MmCpn inh: blocks the Methanococcus maripaludis chaperonin Mm-Cpn. purified Mm-Cpn ATPase, ADP Transcreener TR-FRET. Potency, µM (doses to about 76.9 µM), for inactives: at the highest dose activity, negative = inhibition, most hits filed as inhibitors. 330,000 tested, 0.031% active; further: potency means the concentration at half of the fitted maximal effect; on the % scale 0 is the no-effect control and ±100 the full control effect; nearly all actives have a fitted effect of over 80% in size
#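 Purified archaeal chaperonin (25 nM final) was preincubated with compound for 10 min at 37°C, then ATP (10 uM final) was added for 30 min at 37°C in Tris pH 7.4/KCl/MgCl2/DTT buffer. ADP was quantified by HTRF Transcreener TR-FRET.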
# aSyn rescue: inhibitors of alpha-synuclein toxicity in yeast | Potency, µM (highest dose often 46.1 µM), inactives show at the top dose growth rescue (activation), usual class: activators | AID 652106 | 370,000 tested, 0.14% active | Yeast expressing alpha-synuclein, growth rescue, BacTiter-Glo, 24 h; further: potency means the concentration at half of the fitted maximal effect; % of control where 0% means no effect; nearly all actives have a fitted effect of over 65% in size
#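 Rescue of yeast growth: cells expressing toxic alpha-synuclein, induced in galactose at OD600 0.02, incubated with compound 24 h at 30 C. ATP luminescence quantified growth; inhibitors of toxicity appear as activators.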
# PTHR1 agonist: agonists of human PTHR1 parathyroid hormone receptor | Q03431 | HEK293 GP2 PTHR1 cells, GloSensor cAMP luminescence, 1 h | Potency, µM (titrated, usually from 115 µM), without a hit: top-dose activation, hits mostly activators | 410,000 tested, 0.075% active; further: potency means the concentration at half of the fitted maximal effect; nearly all actives have a fitted effect of over 55% in size; some results filed as inactive show a strong effect at the top dose; inactives centre near -15; many of its hits are not listed in these tables
# Target sequence (Q03431 whole entry, looked up): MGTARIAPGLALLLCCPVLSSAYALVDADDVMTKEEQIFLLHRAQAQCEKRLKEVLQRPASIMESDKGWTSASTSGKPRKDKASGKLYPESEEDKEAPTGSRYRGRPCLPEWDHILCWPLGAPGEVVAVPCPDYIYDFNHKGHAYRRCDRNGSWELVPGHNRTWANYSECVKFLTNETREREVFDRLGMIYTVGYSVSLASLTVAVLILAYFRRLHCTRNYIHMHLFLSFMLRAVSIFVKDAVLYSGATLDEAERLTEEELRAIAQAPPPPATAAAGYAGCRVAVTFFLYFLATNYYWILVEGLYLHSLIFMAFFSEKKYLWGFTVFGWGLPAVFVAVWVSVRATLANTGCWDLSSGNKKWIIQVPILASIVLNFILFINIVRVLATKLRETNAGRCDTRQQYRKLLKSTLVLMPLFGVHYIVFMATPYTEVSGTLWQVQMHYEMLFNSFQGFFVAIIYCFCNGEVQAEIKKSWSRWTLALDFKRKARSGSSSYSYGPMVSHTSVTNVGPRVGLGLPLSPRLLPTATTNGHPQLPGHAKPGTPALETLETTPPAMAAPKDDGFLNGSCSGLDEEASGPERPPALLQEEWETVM
#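 HEK-293-derived GP2 cells expressing PTHR1 and a GloSensor cAMP reporter, 3,000/well, plated overnight, given luciferin plus IBMX (each 0.5 mM as added) for 1 h at 37 °C, then compound for 1 h at 37 °C. Luminescence was read after 15 min at room temperature.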
# pAkt inh: Akt phosphorylation inhibition; Neuro2A IGF-stimulated pAkt S473 HTRF, 20 min; hits give low values; activity change, % for hits at 50 µM; 360,000 tested, 0.32% active; in the data active means activity change below about -80%; inconclusive means mostly about -51% to -80%; further: on the % scale 0 is the no-effect control and ±100 the full control effect
#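 Neuro2A cells (4,500/well, DMEM with 0.5% FBS) were treated with compound at a single 50 µM final concentration, stimulated with 6 nM IGF for 20 min at 37 °C, and lysed. Phospho-Akt Ser473 was read by HTRF as 665/615 ratio ×10^4.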
# TDP43 rescue: inhibitors of TDP-43 toxicity in yeast; TDP-43 expressing yeast growth rescue, BacTiter-Glo, 24 h; Potency, µM (doses to about 46.1 µM), inactives show at the top dose growth rescue (activation), most hits filed as activators; 410,000 tested, 1.8% active; AID 652104; further: potency means the concentration at half of the fitted maximal effect; % of control where 0% means no effect; nearly all actives have a fitted effect of over 50% in size
#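 Luminescence from BacTiter-Glo reports growth of TDP-43-expressing yeast after 24 hr at 30 deg C with compound. Cells were raffinose-pregrown to mid-log, then seeded in galactose medium at OD600=0.02.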
# GLP1R inv ag: acts as inverse agonist at human GLP-1 receptor. 410,000 tested, 1.6% active. P43220. HEK293 GLP-1R CRE-luciferase, luminescence, 24 h; GLP-1R form is constitutively active. Potency, µM (highest dose often 38.3 µM), for the others: at the top dose activity change, negative = inhibition, actives largely listed as inhibitors; further: potency means the concentration at half of the fitted maximal effect; on the % scale 0 is the no-effect control and ±100 the full control effect; nearly all actives have a fitted effect of over 55% in size
# Target sequence (P43220 whole entry, looked up): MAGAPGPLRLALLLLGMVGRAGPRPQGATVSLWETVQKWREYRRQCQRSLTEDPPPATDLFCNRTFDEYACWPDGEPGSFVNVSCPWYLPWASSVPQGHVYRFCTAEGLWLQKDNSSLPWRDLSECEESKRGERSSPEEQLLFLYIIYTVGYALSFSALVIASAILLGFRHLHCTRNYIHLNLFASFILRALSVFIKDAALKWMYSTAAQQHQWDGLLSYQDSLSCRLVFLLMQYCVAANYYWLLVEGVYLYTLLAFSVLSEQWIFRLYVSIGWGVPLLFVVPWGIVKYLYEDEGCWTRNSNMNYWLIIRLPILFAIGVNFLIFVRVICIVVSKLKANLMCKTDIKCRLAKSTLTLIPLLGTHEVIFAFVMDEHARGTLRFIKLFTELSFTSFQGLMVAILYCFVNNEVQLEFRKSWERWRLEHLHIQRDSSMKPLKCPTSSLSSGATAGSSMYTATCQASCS
#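 Inverse agonism was detected as reduced cAMP-driven luciferase luminescence after 24 h compound treatment. The cells were HEK293 clones expressing constitutively active human GLP-1R with the reporter. Reporter-only and GPR119 cell lines served as counterscreen controls.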
# Abeta yeast res: restores growth of yeast expressing A-beta42 peptide. yeast expressing A-beta42, growth rescue, OD600, 48 h; response scale: 0% DMSO, 100% iron-clioquinol control. 410,000 tested, 0.063% active. Potency, µM (series often up to 46.1 µM), without a hit: top-dose growth rescue, usual class: activators; further: potency means the concentration at half of the fitted maximal effect; nearly all actives have a fitted effect of over 55% in size
#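 Yeast growth medium received pinned compounds, then yeast cells expressing toxic A-beta were added; plates incubated at 30 C for 48 hr. Growth read as absorbance at 600 nm, normalized to DMSO and equimolar FeCl3 plus clioquinol controls.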
# GLP1R cytotox: cytotoxicity in counter-screen for GLP-1R inverse agonists; HEK293 cAMP-luciferase reporter cells, luminescence, 24 h; Potency, µM (doses to about 38.3 µM), without a hit: top-dose activity change, negative = inhibition, actives largely listed as inhibitors; 410,000 tested, 0.13% active; AID 624418;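 further: loss of luciferase light is scored as toxicity; potency means the concentration at half of the fitted maximal effect; on the % scale 0 is the no-effect control and ±100 the full control effect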
#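 Cells in DMEM/10% Nu serum/1% pen-strep, 1536-well format. Pre-incubated 12 h, dosed with 23 nL compound, incubated a further 24 h. Luciferase detection, 12 min at room temp, luminescence.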
# The depositor's hits bear a star; i = inactive; ? = inconclusive; . = no result given; [ ] = dose if it differs, or a comment. Unless noted, the call rests on the fitted dose curve; in most records, active means well fitted curve in the direction sought with a large enough effect; inconclusive means small, poorly fitted or top-dose-only effect, or another doubt; inactive means no such curve, though single readings can be large; an effect the other way counts as inactive or inconclusive. A portion of the library; the hit share may differ from the screen's.
Structure,FUS suppressor,MmCpn inh,aSyn rescue,PTHR1 agonist,pAkt inh,TDP43 rescue,GLP1R inv ag,Abeta yeast res,GLP1R cytotox
CCCCNC(=O)COC(=O)c1ccc(N(C)C)cc1,-3%,3%,0%,i,i,-7%[0.397 µM],-6%,-27%,-7%
CCc1ccc(CN(Cc2ccco2)c2cnc(S(C)(=O)=O)nc2C(=O)Nc2ccccc2Cl)cc1,28%,.,.,23%,.,-5%,?,0%,16%
Cc1ccc(/C=C(\C#N)c2nc3ccccc3[nH]2)s1,-14%,-7%,-1%,-13%[57.5 µM],i,-5%,11%,-7%,-10%
Cc1c(NC(=O)C(C)OC(=O)c2ccc([N+](=O)[O-])s2)c(=O)n(-c2ccccc2)n1C (stereo unspecified),5%,-3%,0%,-82%[inhibitor],i,9%,-6%,-3%,-7%
Cc1ccc(C2=NNC(=Nc3ccc(F)cc3)SC2)cc1,6%,-2%,-12%,-3%,i,0%,?,-3%,?
Cc1cccc(OCCNC(=O)c2ccc(Oc3ccc(C(F)(F)F)cc3[N+](=O)[O-])cc2)c1,3%,1%,13%,-35%,i,15%,?,49%,-8%
COc1ccc(CNC(=O)COC(=O)[C@H](Cc2ccccc2)NC(=O)c2cccs2)cc1,25%,-1%,9%,-12%,i,22%,12%,25%,-4%
N#CC1(NC(=O)COC(=O)C2CCN(S(=O)(=O)c3ccc4c(c3)OCCO4)CC2)CCCCC1,23%,.,1%[1.84 µM],-7%,i,4%,7%,-2%,-1%
O=C(Nc1ccc2oc(-c3ccncc3)nc2c1)c1ccc2c(c1)OCO2,16%,?,1%,i,i,4%,6%,1%,38%[activator]
CSc1cccc(NC(=O)CCNC(=O)c2ccco2)c1,-4%,2%,0%,?,i,-10%,-12%,-20%,16%
CC(=O)Nc1cc(-c2ccccc2N(C)C)cn2c(-c3ccc(S(C)(=O)=O)cc3)cnc12,?,.,0%,-1%,i,16%,-12%,3%,4%
COc1ccc(N2CCN(C(CNC(=O)C(=O)NCc3ccc(F)cc3)c3cccnc3)CC2)cc1 (stereo unspecified),16%,.,.,-82%[inhibitor],.,9%,-6%,-4%,-9%
CCn1c(=O)c2cc(C(=O)Nc3cc(OC)c(OC)c(OC)c3)sc2c2ccccc21,9%,.,.,-14%,.,11%,0%,-6%,2%
Cc1ccc(C)c(S(=O)(=O)N2CCCC2CNC(=O)C(=O)NCC2CCCO2)c1 (stereo unspecified),5%,0%,-4%,i,i,-5%,1%,-5%,-9%
CCOC(=O)C1CCN(c2cc(C)nc3ccc(OC)cc23)CC1,28%,-3%,-4%,i,i,.,?,-3%,8%
COc1ccc(NC(=O)CN(C)C(=O)Cn2c(=O)oc3ccccc32)cc1,17%,0%,-5%,i,i,-10%,0%,-9%,5%
CCc1nc2c(OCc3cc(Cl)cc(Cl)c3)cccn2c1N(C)C(=O)c1ccccc1F,?,.,15%,-13%,i,29%,?,12%,4%
COc1ccc(OC(C)C(=O)N(C)Cc2nc(-c3ccc(OC)cc3)no2)cc1 (stereo unspecified),10%,-1%,-1%,-39%[inhibitor],i,?,?,-2%,-2%
CC(=O)Nc1ccc(C(=O)OCc2ccc(Br)cc2)cc1,.,-1%,-28%,i,i,27%,8%,13%,10%
Nc1c(C(=O)NC2CCCC2)sc2nc(-c3cccs3)ccc12,26%,-29%,1%,i,i,12%,9%,13%,102%[activator]
COC(=O)c1cc(NC(=O)c2cccnc2)cc(C(=O)OC)c1,-13%,0%,-3%,i,i,-6%,4%,-15%,5%
COCCn1c(-c2ccco2)csc1=Nc1cccnc1,45%,1%,1%,i,.,-14%,57%[activator],0%,4%
COc1cccc(Cn2c(=O)cc(C)c3c(C)nn(-c4ccc(C)cc4)c32)c1,38%,.,.,i,.,25%,21%,-4%,-7%
CC[n+]1c(C)sc2c(C)cc(C)cc21,2%,-1%,-2%,-14%,i,27%,?,13%,-15%
CCOC(=O)c1ccccc1OCc1cc(/C=N/n2cncn2)ccc1OC,6%,-1%,4%,-24%,i,15%,21%,16%,-19%
Nc1[nH]c(C(=O)c2ccccc2)c(-c2ccccc2C(F)(F)F)c1C(=O)NCCc1c[nH]c2ccccc12,26%,.,1%,-13%,i,6%,?,2%,?
Cc1ccn2cc(C(=O)Nc3nnc(C)s3)nc2c1,3%,-6%,-2%,i,i,-9%,5%,14%,-24%
CCN(CC)S(=O)(=O)c1nnc(NC(=O)c2ccco2)s1,18%,-6%,-5%,-2%,i,1%,2%,0%,-6%
CC(NC(=O)COC(=O)CNC(=O)c1ccc(-c2ccccc2)cc1)c1ccccc1 (stereo unspecified),31%,1%,7%,-4%,i,-1%,8%,14%,-12%
O=C(CSc1ccc(-c2ccccn2)nn1)Nc1cccc(F)c1,44%,-1%,1%,-6%,i,-23%,9%,-65%[inhibitor],2%
C=CCn1c(=O)c(C(=O)NCc2ccccc2Cl)c(O)c2ccccc21,4%,0%,18%,-21%,i,-10%,1%,-20%,5%
COc1cn(-c2ccccc2)nc1C(=O)NCc1ccccc1,4%,2%,-6%,i,i,9%,-12%,6%,-25%
CC1CC(C)CN(c2ncnc3c2cnn3-c2ccc(Cl)cc2)C1 (stereo unspecified),-3%,-1%,-5%,-43%,i,?,?,-17%,-18%
COc1ccccc1N1CCN(C(CNC(=O)C(=O)NCc2ccc(F)cc2)c2cccnc2)CC1 (stereo unspecified),13%,.,.,-36%,.,17%,-6%,-11%,-4%
COCOCCn1cc(CN2CCS(=O)(=O)N(Cc3ccc(-c4ccc(OC)nc4)cc3)C(C(C)C)C2=O)nn1 (stereo unspecified),?,.,7%,-88%,i,0%,11%,7%,-6%
CCCCCCCCn1c2c(c(=N)c3c1CCC3)CCCC2,13%,3%,-40%[inhibitor],-24%,i,-23%,-42%,-47%[inhibitor],-32%
CCCCCn1c(=O)[nH]c2cc(C(=O)NCc3ccc(Cl)cc3)ccc2c1=O,-41%,.,.,-39%,.,20%,22%,-6%,3%
O=C(COc1ccccc1)N(Cc1cccnc1)c1nc2ccc(Cl)cc2s1,6%,.,.,-12%,.,16µM*,-6%,-2%,-1%
CCN1CCN(C(=O)c2ccc(-c3nc4ccccc4s3)s2)CC1,-15%,1%,-10%,-52%[inhibitor],i,-25%,?,-16%,12%
Clc1nnc(N2CCCCC2)c2ccccc12,-9%,-2%,2%,-23%,i,5%,14%,-11%,-8%
CCCCN(CC)C(=O)CSc1cc(=O)n(C)c2ccccc12,13%,-5%,6%,i,i,30%,0%,1%,-6%
COc1cc(Cl)c(C)cc1NC(=O)CC1SC(N2CCOCC2)=NC1=O (stereo unspecified),2%,0%,-2%,-14%,i,9%,-15%,0%,-11%
COC(=O)c1cc2sccc2n1CC(=O)N1CCCc2ccccc21,29%,-23%,12%,i,i,?,-20%,14%,?
COc1cc(OC)c(OC)cc1CN1CCN(S(=O)(=O)c2ccc(NC(C)=O)cc2)CC1,0%,-1%,-9%,-2%,i,-8%[9.22 µM],-1%[7.66 µM],-3%,-3%[7.66 µM]
O=C1c2ccccc2C(c2nnnn2C2CCCCC2)N1CCc1ccc(O)cc1 (stereo unspecified),17%,.,2%,-23%,i,?,0%,-4%,-5%
COc1ccc(NC(=O)CN2C(=O)COc3ccccc32)cc1OC,-14%,1%,8%,i,i,6%,1%,6%,-23%
CNc1ncc(C(=O)c2ccc(Br)cc2)s1,2%,-3%,-3%,-8%,i,1%,-10%,-4%,-14%
C=C(C)C1CC=C(C)/C(=N\NC(=O)CCC(=O)Nc2ccc(C)c(C)c2)C1 (stereo unspecified),-3%,-3%,-1%,-14%,i,12%,-8%,-7%,-62%
CCOC(=O)C1CCCN(C2=C(NS(=O)(=O)c3ccc(Br)cc3)C(=O)c3ccccc3C2=O)C1 (stereo unspecified),?,2%,3%,-6%,i,-15%,?,.,?
CN(Cc1ccon1)C(=O)CC1C(=O)NCCN1Cc1ccccc1C(F)(F)F (stereo unspecified),12%,-4%,25%,i,i,-19%,12%,-6%,7%
Cc1ccc(C(=O)Nc2nc(-c3ccccn3)cs2)s1,5%,-4%,3.5µM*,-21%,i,?,?,?,?
COc1ccc(-c2ccc(Nc3ccc(S(=O)(=O)N4CCCC4)cc3)nn2)cc1OC,27%,-1%,-2%,-18%[57.5 µM],.,-2%,0%,-6%,?
C=CCN(C(=O)c1csnn1)C(C(=O)NCc1ccc(F)cc1)c1cccs1 (stereo unspecified),2%,0%,0%,-3%,i,-13%,-13%,7%,-1%

# Compound profiles, from the list above.
# Shown for CCOC(=O)C1CCCN(C2=C(NS(=O)(=O)c3ccc(Br)cc3)C(=O)c3ccccc3C2=O)C1 (stereo unspecified) → FUS suppressor = ?; MmCpn inh = 2%; aSyn rescue = 3%; PTHR1 agonist = -6%; pAkt inh = i; TDP43 rescue = -15%; GLP1R inv ag = ?; Abeta yeast res = .; GLP1R cytotox = ?
# Shown for CC(=O)Nc1ccc(C(=O)OCc2ccc(Br)cc2)cc1 → FUS suppressor = .; MmCpn inh = -1%; aSyn rescue = -28%; PTHR1 agonist = i; pAkt inh = i; TDP43 rescue = 27%; GLP1R inv ag = 8%; Abeta yeast res = 13%; GLP1R cytotox = 10%
